KDM5B inhibitor: KDM5B demethylase inhibition; Q9UGL1; KDM5B demethylase, FDH-coupled NADH fluorescence (FDH is formaldehyde dehydrogenase); Potency, µM (top dose mostly 57.7 µM), for inactives: at the highest dose activity change, negative = inhibition, most hits filed as inhibitors; hit rate 2.6% among 220,000; active = well fitted inhibition curve with a large enough effect; inconclusive = small, poorly fitted or top-dose-only effect; inactive = no such curve, though single readings can be large or run the other way; also: 0% is about no effect; nearly all actives have a fitted effect of over 70% in size
Target sequence (Q9UGL1 whole entry, looked up): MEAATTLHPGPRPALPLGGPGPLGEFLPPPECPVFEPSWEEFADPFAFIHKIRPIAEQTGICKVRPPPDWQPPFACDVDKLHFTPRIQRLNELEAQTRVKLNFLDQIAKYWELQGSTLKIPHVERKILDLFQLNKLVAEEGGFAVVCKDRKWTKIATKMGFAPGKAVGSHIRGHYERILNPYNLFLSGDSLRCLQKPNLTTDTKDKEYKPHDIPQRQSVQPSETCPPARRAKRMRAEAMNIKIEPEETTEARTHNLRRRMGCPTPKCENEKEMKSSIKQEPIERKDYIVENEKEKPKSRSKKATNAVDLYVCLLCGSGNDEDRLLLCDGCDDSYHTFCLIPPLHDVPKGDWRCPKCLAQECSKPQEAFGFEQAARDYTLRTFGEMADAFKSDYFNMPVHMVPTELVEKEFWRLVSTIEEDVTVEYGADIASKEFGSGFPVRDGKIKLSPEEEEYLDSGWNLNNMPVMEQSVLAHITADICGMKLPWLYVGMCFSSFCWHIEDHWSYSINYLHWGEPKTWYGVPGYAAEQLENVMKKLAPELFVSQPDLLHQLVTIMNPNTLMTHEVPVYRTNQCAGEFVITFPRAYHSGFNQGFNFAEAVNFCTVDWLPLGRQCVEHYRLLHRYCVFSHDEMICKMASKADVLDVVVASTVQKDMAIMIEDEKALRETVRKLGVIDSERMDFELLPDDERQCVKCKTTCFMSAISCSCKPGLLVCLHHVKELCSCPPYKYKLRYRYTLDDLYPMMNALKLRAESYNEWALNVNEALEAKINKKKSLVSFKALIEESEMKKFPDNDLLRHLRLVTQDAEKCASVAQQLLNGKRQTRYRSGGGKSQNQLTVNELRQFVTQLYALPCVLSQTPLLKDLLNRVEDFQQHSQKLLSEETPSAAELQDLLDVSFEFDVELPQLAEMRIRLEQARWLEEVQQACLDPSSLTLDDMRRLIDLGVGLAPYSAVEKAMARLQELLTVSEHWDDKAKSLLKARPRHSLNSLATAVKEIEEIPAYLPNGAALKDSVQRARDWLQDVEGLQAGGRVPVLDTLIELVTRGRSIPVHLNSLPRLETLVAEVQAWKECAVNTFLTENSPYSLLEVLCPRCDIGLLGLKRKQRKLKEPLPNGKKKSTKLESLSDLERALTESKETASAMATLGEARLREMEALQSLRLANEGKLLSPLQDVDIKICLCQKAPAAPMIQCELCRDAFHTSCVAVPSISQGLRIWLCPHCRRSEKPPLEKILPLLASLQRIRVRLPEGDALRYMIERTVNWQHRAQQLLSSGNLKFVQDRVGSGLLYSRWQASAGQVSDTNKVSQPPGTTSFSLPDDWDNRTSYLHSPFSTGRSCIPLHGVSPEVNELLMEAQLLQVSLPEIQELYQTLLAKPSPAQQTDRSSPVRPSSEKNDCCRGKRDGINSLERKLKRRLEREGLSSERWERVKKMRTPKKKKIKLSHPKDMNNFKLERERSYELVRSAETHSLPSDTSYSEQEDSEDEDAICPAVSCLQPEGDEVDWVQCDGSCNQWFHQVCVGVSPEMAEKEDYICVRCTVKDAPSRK
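Measured: NADH fluorescence change, 30 min, RT. System: KDM5BΔAP 200 nM final, H3K4me3 peptide, α-KG, Fe(II), ascorbate, NAD⁺ plus FDH, pH 7.5 HEPES. Compounds: titrated, 10 min pre-incubation with enzyme.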
* hit, by the source's call; i = inactive; ? = inconclusive; & = joins results of further samples; [ ] = another dose, or the depositor's remark. Potency is read from the fitted curve at half-maximal effect. The list is partial; count on the stated rates, not on these rows.

Structure	KDM5B inhibitor
CCn1ncc(N2CCCC(CC(=O)NCc3cccnc3)C2)cc1=O (stereo not drawn)	-4.5%
O=C(c1ccccc1)N1CCC(c2nn(-c3ccc(F)cc3)c(=O)[nH]2)CC1	-15.4%
COc1ccnc(-c2nnc3ccc(Nc4cc(OC)c(OC)c(OC)c4)nn23)c1	-25.8%[86.2 µM]
CCOc1ccc(CCNC(=O)Cn2nc(CC)n3c(cc4sc(CC)cc43)c2=O)cc1OCC	?
O=C(CCc1ncc(-c2ccccc2)o1)Nc1ccc2c(c1)C(=O)N1CCC[C@H]1C(=O)N2	-0.1%
CC(=O)N1CCC(C2CCN(S(=O)(=O)c3cccnc3)C2)CC1 (stereo not drawn)	-7.8%
Cc1ccc(S(=O)(=O)c2c(Nc3cccc(Cl)c3)sc(C(=O)c3ccc4c(c3)OCO4)c2N)cc1	-4.2%
Cc1ccc(C)c(N2CCN(C(=O)c3cc(S(=O)(=O)N4CCCC4)c[nH]3)CC2)c1	4.8%
Cn1cc(C(C(=O)O)N2CCN(Cc3ccncc3)CC2)c2ccc(C(=O)O)cc21 (stereo not drawn)	?
O=C(NC1CCN(c2cc(-c3cccs3)[nH]n2)C1)c1ccc(Br)o1 (stereo not drawn)	?
CCOc1ccccc1CCCN1CC2(CCNCC2)CCC1=O	-6.6%
Cc1cc(I)ccc1NC(=S)NCCc1ccccc1	1.6%
NC(=O)CSc1nnc(CNC(=O)c2ccc(Cl)cc2)n1-c1ccccc1	-3.6%
COc1ccc(CN2CCNC(=O)C2CC(=O)NC2CCCCC2)c(OC)c1 (stereo not drawn)	-4.0%
CCN1CCN(C(c2cccc(Cl)c2)c2c(O)cc(C)n(CCOC)c2=O)CC1 (stereo not drawn)	?

Random excerpt: 5 entries already listed.
Structure	KDM5B inhibitor
CCn1ncc(N2CCCC(CC(=O)NCc3cccnc3)C2)cc1=O (stereo not drawn)	-4.5%
CCOc1ccccc1CCCN1CC2(CCNCC2)CCC1=O	-6.6%
O=C(CCc1ncc(-c2ccccc2)o1)Nc1ccc2c(c1)C(=O)N1CCC[C@H]1C(=O)N2	-0.1%
COc1ccnc(-c2nnc3ccc(Nc4cc(OC)c(OC)c(OC)c4)nn23)c1	-25.8%[86.2 µM]
CCN1CCN(C(c2cccc(Cl)c2)c2c(O)cc(C)n(CCOC)c2=O)CC1 (stereo not drawn)	?

(more compounds)
Structure	KDM5B inhibitor
Cc1cc(F)ccc1OC1CN(CCC(C)C)C1	-6.1%[86.2 µM]
COC[C@@H]1CCCN1CCC(=O)Nc1ccc(C(=O)OC)cc1	-19.2%
CCCC(=O)Nc1ccc(Cl)c(NC(=O)c2cccc3ccccc23)c1	?
O=C(OCc1nnnn1-c1ccccc1)C1(c2ccc(Cl)cc2)CCC1	4.1%
Cc1cc(NC(=O)c2cc([N+](=O)[O-])ccc2Cl)no1	13.1%
c1ccc2c(c1)CCN2CC1CCNCC1	8.5%
N#Cc1ccc(OCCSCc2cccc(F)c2)cc1	2.0%
O=C(NCc1cccc(C(F)(F)F)c1)C1CN(c2cccc(Cl)c2)C(=O)N1 (stereo not drawn)	-8.4%
CC1=C[C@@H](CNS(=O)(=O)c2cccc(C#N)c2)[C@H](C(C)C)C[C@H]1CC(=O)NCc1cccnc1	4.8%
COCCCN(CCC(=O)NCCc1ccccc1)C(=O)c1cc(C)oc1C	?
Cc1nc2c(cc(Oc3cnccn3)c3ccsc32)s1	-0.5%
Fc1ccccc1-c1nc(N2CCCC2)c2ccccc2n1	7.2%
CCc1ccc2oc(C(=O)Nc3nc(-c4ccc(F)cc4)ns3)c(C)c2c1	-16.9%
CCN1CCN(C(c2ccccc2)c2c(O)cc(C)n(CC)c2=O)CC1 (stereo not drawn)	4.5%
Cc1ccc(S(=O)(=O)NCCc2nnc3ccc(SCc4ccccc4F)nn23)cc1	-4.3%&-21.4%

Next part:
Structure	KDM5B inhibitor
O=[N+]([O-])c1ccccc1COc1ccc(Cl)c2cccnc12	39.3%
O=C(NCCc1ccccc1)C1CCCN(C2CCN(Cc3nccs3)CC2)C1 (stereo not drawn)	?
Cc1ccc(-n2c(C3CCN(C(=O)c4cc(C)cc(C)c4)CC3)n[nH]c2=O)cc1	93.1%[activator]
CCCCN(CC)C(=O)C1CCCN(c2ncnc3onc(C)c23)C1 (stereo not drawn)	10.2%
Cc1cc(C)nc(NC(=O)Nc2ccc(F)cc2)c1	?
CCN(CC)C(=O)CSC(Nc1ccc(F)cc1)=C(C#N)C#N	14.4%
O=C(NCc1ccc2c(c1)OCO2)c1nc(-c2cccnc2)c2ccccn12	i
CN(C)c1cc(NCc2cccnc2-n2cnc3ccccc32)ncn1	-21.7%
CCC(C)[C@H](NC(=O)NCc1ccccc1F)C(=O)O (stereo partly drawn)	15.5%
O=C(CCCCCCCC(=O)NCCCN1CCOCC1)NCCCN1CCOCC1	12.0%
CC1(c2ccccc2)CCCN(C(=O)CCn2ccc(=O)[nH]c2=O)C1 (stereo not drawn)	-26.5%
C=CCO[C@@H]1CCN2C(=O)c3cc(-c4ccccc4F)ccc3NC(=O)[C@H]12	-10.4%[86.2 µM]
Cn1cc(C#N)cc1C(=O)N1CCCC(C)(Cc2ccc3c(c2)OCO3)C1 (stereo not drawn)	4.5%
O=C(COc1ncnc2ccccc12)Nc1cc(S(=O)(=O)N2CCOCC2)ccc1Cl	18.4%
Nc1ccc(OCCCl)c(OCCCl)c1	-11.1%

Next part
Structure	KDM5B inhibitor
Cc1ccccc1CNC(=O)CN1C(=O)C2(CCNCC2)Nc2ccccc21	14.1µM*
COc1ccc(-c2cc3ccc(OCC=C(C)C)cc3oc2=O)c(OC)c1	?
Cc1cc(O)c(C(c2ccccc2)N2CCC(C)CC2)c(=O)n1Cc1ccco1 (stereo not drawn)	?
CCCc1ccc(-c2csc(NC(=O)Cn3ncc4ccccc4c3=O)n2)cc1	9.1%
COc1ccc(-c2cc(N3CCCN(C(=O)CCc4ccccc4)CC3)n[nH]2)cc1	?
COc1cc2c(C(=O)Nc3cc(OC)c(OC)c(OC)c3)cn(C)c(=O)c2cc1OC	-5.2%
Cc1ccc2c(c1)cc(S(=O)(=O)c1ccccc1)c(=O)n2CC(=O)N1CCCC1	?
COc1ccc(Br)cc1CNC(=O)c1cc2n(n1)CCCN(Cc1ccc(C)cc1)C2=O	2.8%
O=C(c1cccc(Cl)c1)N1CCN(CCc2ccncc2)CC1	?
CN1CC2(CCN(C(=O)Cc3cccc(F)c3)CC2)CC1C(=O)N1CCOCC1 (stereo not drawn)	-24.6%
CCc1cccc2c(C(CC(=O)N3CCCCC3)c3cccc(OC)c3)c[nH]c12 (stereo not drawn)	-5.5%
CCn1nc(C)c(-c2cc(C(=O)N3CCC(CCOc4ccccc4)C3)no2)c1C (stereo not drawn)	-3.8%
Cc1noc(-c2ccn3c(CNC(=O)c4cccnc4)nnc3c2)n1	i
COc1ccc(NC(=O)Cn2ccn3nc4c(c3c2=O)CCCCC4)cc1OC	?
Cc1c(Cl)cccc1NC(=O)COC(=O)c1cc(=O)c2ccccc2o1	0.9%

Later entries.
Structure	KDM5B inhibitor
CN(CCc1noc(C2CN(C(=O)c3cc(F)ccc3F)C2)n1)C(=O)C1CC1	19.6%
COc1ccc(C(CC(=O)N(C)Cc2ccccn2)c2ccccc2)cc1 (stereo not drawn)	14.8%
CC(=O)Nc1ccc(S(=O)(=O)N2C[C@@H]3C[C@H](C2)c2c(-c4ccc(OC(F)(F)F)cc4)ccc(=O)n2C3)cc1	?
O=C(c1ccccn1)N1CCCC2(CC(c3ccccn3)=NO2)C1 (stereo not drawn)	-19.6%[149 µM]
Cc1nc(Cc2ccc(N(C)C)cc2)n(CCO)n1	21.4%
O=C(c1ccc2c(c1)C1(CCN(CC3CC3)C1)CN2Cc1ccccc1)N1CCOCC1 (stereo not drawn)	?
COC(=O)c1sc(N2C(=O)c3oc4ccccc4c(=O)c3C2c2ccc(O)cc2)nc1C (stereo not drawn)	-24.9%
C#CCNC(=O)c1ccccc1NCC(=O)NC(=O)NCc1ccccc1	103.8%[activator]
O=S(=O)(NCc1ccccc1Cl)c1ccc2c(c1)OCCO2	2.6%
Cc1ccc(-c2cnc(NCc3ccc(C(C)C)cc3)n2C)cc1	?
CC(C)(C)c1ccc(C(=O)NC(Cc2c[nH]c3ccccc23)C(=O)O)cc1 (stereo not drawn)	15.8%
O=C(NCC1Cn2cccc2C(=O)N1Cc1ccccc1)c1ccccn1 (stereo not drawn)	10.9%
COC(=O)N1CCn2cc(C(=O)NCc3ccc(Cl)nc3)nc2C1	-16.9%[115 µM]
Cc1cc(C)nc(Nc2nc(C)c3cc(C)c(C)cc3n2)n1	i
Cc1ccc(-c2cc(C(F)(F)F)n3nc(-c4ccc(Cl)cc4)cc3n2)cc1	6.3%[11.5 µM]

(list continues)
Structure	KDM5B inhibitor
CC(=O)N1CCN([C@H]2[C@@H]3OC[C@@H](O3)[C@@H](NCc3ccccc3O)[C@@H]2O)CC1	-20.8%[86.2 µM]
CC(C)C(=O)N1CCC2(CC1)OC(=O)N(CCOc1ccccc1)C2(C)c1cccnc1 (stereo not drawn)	-12.6%[86.2 µM]
O=C(c1ccco1)N1CCN(C(=O)C2CCc3ncc(-c4ccsc4)n3C2)CC1 (stereo not drawn)	?
COc1ccc(-c2nc(C)nc3c2CCN(Cc2cc(C)on2)CC3)cc1	20µM*
CCN(C(=O)CCn1cnc2c1c(=O)n(C)c(=O)n2C)c1ccccc1C	0.5%
CCOC(=O)N1CCC(NC(=O)c2ccc3c(c2)N(Cc2ccc(F)cc2)C(=O)c2ccccc2S3(=O)=O)CC1	?
COc1ccc(CC(=O)N2CCN(c3cc(-c4ccccc4)[nH]n3)CC2)cc1OC	-32.4%
COCCNC(=O)c1ccc2c(c1)N(C)C(CC(=O)NCc1ccccn1)CO2 (stereo not drawn)	28.2µM*
O=C(COc1ccc(Cl)cc1)NCCc1csc(-c2ccc(C(F)(F)F)cc2)n1	?
CCCCCN(CCC(=O)NCCCOC)C(=O)c1ccoc1	?
CCc1nc2nc(C)c(NS(=O)(=O)c3ccc(F)c(C)c3)c(=O)n2[nH]1	-5.8%
COc1ccc(CN2CCN(C(=O)Cn3nc(C(=O)O)c4ccccc4c3=O)CC2)cc1F	-15.1%
CC/C=C(/C)C(=O)Nc1cccc(SC)c1	19.0%
Cc1ccc(-n2nnc(-c3nc(-c4cccs4)no3)c2N)c(C)c1	-0.4%
COc1ccc(S(=O)(=O)Nc2cc(C)cc(C)c2)c2cccnc12	12.7%

(next part)
Structure	KDM5B inhibitor
COc1ccc(CCNC(=O)CN2C(=O)NC3(CCC(C)CC3)C2=O)cc1OC (stereo not drawn)	27.2%
CC(=O)Nc1nnc(Cc2ccccc2F)s1	-9.9%
Cc1ccc(NNC(=O)c2ccno2)cc1C	-3.0%
Cc1ccc(CN2CCCCCNC(=O)CC2c2ccccc2)o1 (stereo not drawn)	28.2µM*
CN(C)C(=O)c1ccc2c(c1)N(C)C(CC(=O)NC1(CO)CCCCC1)CO2 (stereo not drawn)	-11.9%
CCOc1ccccc1CNC(=O)c1cc2oc3ccccc3c2n1CC	?
Cn1cccc1/C=C(\C#N)c1ccc(Cl)cc1Cl	-3.5%
O=C(c1n[nH]c2ccccc12)N1CCC2(CC1)N(c1ccccc1)C(=O)CS2=O (stereo not drawn)	10.2%
CCc1ccc2oc(C(=O)Nc3ccc(S(=O)(=O)N(C)c4ccccc4)cc3)cc(=O)c2c1	16.8%
O=C(COC(=O)C1COc2ccccc2O1)NC(=O)NC1CCCC1 (stereo not drawn)	9.8%
COc1ccccc1CNC(=O)CN(c1ccc(C)cc1)S(=O)(=O)c1c(C)n[nH]c1C	10.8%
Cc1nc2ccccc2nc1SCC(=O)N1CCCC(C)C1 (stereo not drawn)	1.9%
CCOc1ccc(NC(=S)N2CCCN(Cc3cccc(Cl)c3)C2)cc1	193.9%[activator]
CCC(=O)Nc1cc(C)c(O)c(-c2nc3cc(C(C)C)ccc3o2)c1	-16.9%
COCCNC(=O)C1COC2(CCN(C(=O)c3ccc(F)cc3)CC2)N1C(=O)c1cccc(C)c1 (stereo not drawn)	27.9%

Following part
Structure	KDM5B inhibitor
CCOc1ccc(CNC(=O)CN2C(=O)C(C)=C(c3ccc(C)c(C)c3)S2(=O)=O)cc1OC	2.2%
COc1cccc(CNC(=O)c2ccc3c(c2)nc2n3CCC(C)C2)c1 (stereo not drawn)	-2.2%
CN(CC(=O)Nc1ccccc1Br)C(=O)CCc1ncc(-c2ccc(F)cc2F)o1	0.3%
O=C(O)C1CCc2nnc(C3CCN(C(=O)c4ccc5c(c4)OC(F)(F)O5)C3)n21 (stereo not drawn)	23.0%&4.7%[115 µM]
N#Cc1ccc(OCCOC(=O)c2ccc(COc3ccccc3)o2)cc1	2.7%
COc1ccc(-c2cc3ccccc3n2CC(O)CN2CCCCC2)cc1 (stereo not drawn)	?
COc1ccc(-c2ccnc3nc(C4CC4)nn23)cc1	15.8µM*
Cc1ccc(CNC(=O)CSCc2ccc(F)cc2)cc1	-8.3%
CC(=O)Nc1cccc(-c2nc3cc(C)cc(C)c3o2)c1	?
Cc1ccc(C)c(/C=C(/C#N)S(C)(=O)=O)c1	13.6%
O=C(c1n[nH]c(=O)c2ccccc12)N1CCC[C@H](n2c(=O)n(CC3CC3)c3cccnc32)C1	3.7%
COc1ccc(N2CN(CCN3CCOCC3)Cn3c2nc(C)c(C)c3=O)cc1	43.3%[activator]
CC(C)NC(=O)c1csc(-c2cccc(OC(C)C)c2)n1	?
